p53null 39C kill = p53 null cell cytotoxicity, nonpermissive temperature; H1299 p53-null (neo) cells, 39C, ATPlite viability, 24 h; Potency, µM (doses to about 46.1 µM), inactives show at the top dose activity, negative = cell killing, usual class: cytotoxic; 0.97% of 55,000 active; AID 904;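 further: potency means the concentration at half of the fitted maximal effect; 0% = DMSO only and -100% = full killing by 100 µM tamoxifen; nearly all actives have a fitted effect of over 50% in size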
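ATP-luminescence viability readout (ATPlite, 20 min RT) after 24 hr compound treatment at 39C of H1299-neo or H1299-p53A138V cells; titration up to 46 uM; normalized to DMSO and 100 uM tamoxifen; Hill-fit AC50.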
FH mod = Identification of activators of human fumarate hydratase by quantitative high-throughput screening. Fumarate hydratase, mitochondrial (Homo sapiens), P07954. FH coupled MDH/diaphorase resazurin fluorescence, 15 min. Potency, µM (highest dose often 79.9 µM), without a hit: top-dose activity change, negative = inhibition, most hits filed as inhibitors. 0.22% of 54,000 active. AID 1347055, 2019; further: potency means the concentration at half of the fitted maximal effect; on the % scale 0 is the no-effect control and ±100 the full control effect; the screen sought activators but most active calls are inhibition curves; nearly all actives have a fitted effect of over 45% in size
GALK inhibitor = GALK (human) enzyme inhibition; 44,000 tested, under 10 active; P51570; recombinant GALK, Kinase-Glo ATP luminescence, 1 h; Potency, µM (doses to about 57.5 µM), for inactives: at the highest dose activity, negative = inhibition, hits mostly inhibitors;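 further: plate controls were full GALK reaction for no effect and reaction lacking GALK for full effect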
Target sequence (P51570 whole entry, looked up): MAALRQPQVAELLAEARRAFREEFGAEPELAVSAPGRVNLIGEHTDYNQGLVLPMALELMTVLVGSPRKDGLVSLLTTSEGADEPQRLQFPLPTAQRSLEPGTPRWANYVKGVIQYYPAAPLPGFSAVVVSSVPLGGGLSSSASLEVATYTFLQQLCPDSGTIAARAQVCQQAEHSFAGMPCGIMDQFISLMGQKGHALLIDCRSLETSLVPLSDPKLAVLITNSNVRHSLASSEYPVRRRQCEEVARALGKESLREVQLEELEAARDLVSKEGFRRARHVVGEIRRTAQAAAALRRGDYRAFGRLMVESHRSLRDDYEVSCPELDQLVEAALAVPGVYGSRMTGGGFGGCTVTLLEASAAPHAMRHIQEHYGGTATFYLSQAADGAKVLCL
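Compounds were pinned into ATP buffer, then GALK-galactose mix was added (final 5 nM enzyme, 35 uM ATP, 100 uM galactose, pH 8.0). After 1 h at room temperature, Kinase-Glo Plus was added and luminescence read.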
PTAP-TSG101 blk = blocks PTAP binding to human TSG101, validation; Fluorescence polarization, FITC-PTAP peptide/Tsg101, 20 min; Potency, µM (highest dose often 115 µM), inactives show at the highest dose activity change, negative = inhibition, usual class: inhibitors; 44,000 tested, under 10 active; further: potency means the concentration at half of the fitted maximal effect; 0% is about no effect
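Steps: Tsg101 binding domain (10 uM final) in HEPES pH 7.5/NaCl/Tween 20/EDTA/TCEP; add compound; add FITC-PTAP peptide (50 nM final); incubate 20 min r.t.; read polarization.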
B2AR arrestin ag = ADRB2 beta-arrestin recruitment | P07550 | HTLA Tango cells, beta-arrestin recruitment, luciferase luminescence, 18 h | Potency, µM (highest dose often 46.1 µM), inactives show at the top dose activation, usual class: activators | 44,000 tested, under 10 active | AID 1347077;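 further: potency means the concentration at half of the fitted maximal effect; 0% = DMSO and full agonism = EC100 isoproterenol or metaproterenol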
Target sequence (P07550 whole entry, looked up): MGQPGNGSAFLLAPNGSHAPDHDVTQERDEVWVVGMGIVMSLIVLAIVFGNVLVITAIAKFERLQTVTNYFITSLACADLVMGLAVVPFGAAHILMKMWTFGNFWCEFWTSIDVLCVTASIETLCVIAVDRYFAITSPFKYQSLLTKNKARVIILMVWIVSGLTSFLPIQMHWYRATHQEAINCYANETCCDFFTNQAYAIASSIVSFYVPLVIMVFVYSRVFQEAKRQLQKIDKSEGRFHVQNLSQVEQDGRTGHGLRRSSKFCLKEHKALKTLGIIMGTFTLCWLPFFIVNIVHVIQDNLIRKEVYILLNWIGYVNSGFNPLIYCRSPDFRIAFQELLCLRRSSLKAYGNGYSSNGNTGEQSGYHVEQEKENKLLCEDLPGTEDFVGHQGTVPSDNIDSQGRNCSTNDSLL
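Tango cells (recombinant beta2-AR, beta-arrestin, tTA-driven luciferase), 1500/well in DMEM 1% FBS, treated 18 h at 37 °C with compounds up to 46 µM; luciferin mix added, luminescence read after 15 min; %activity curves fitted and curve-classed.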
NTMT1 inhibitor = blocks human N-terminal methyltransferase 1 activity; Potency, µM (highest dose often 114 µM), for the others: at the highest dose activity change, negative = inhibition, actives largely listed as inhibitors; Q9BV86; 2.5% of 59,000 active; NTMT1 MTase-Glo SAH luminescence, purified enzyme;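 further: potency means the concentration at half of the fitted maximal effect; plate controls were DMSO vehicle for no effect and no enzyme for full effect; nearly all actives have a fitted effect of over 65% in size; many of its hits are not listed in these tables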
Target sequence (Q9BV86 whole entry, looked up): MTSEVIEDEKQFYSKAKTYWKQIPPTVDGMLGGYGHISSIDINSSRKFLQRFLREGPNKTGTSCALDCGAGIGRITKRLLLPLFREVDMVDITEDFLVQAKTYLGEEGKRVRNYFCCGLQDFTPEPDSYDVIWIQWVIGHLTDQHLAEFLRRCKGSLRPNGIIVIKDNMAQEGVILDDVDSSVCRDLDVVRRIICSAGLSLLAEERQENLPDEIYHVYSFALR
p53null 32C kill = selectivity test: cytotoxicity in p53 null cells, permissive temperature; Potency, µM (titrated, usually from 46.1 µM), for inactives: at the highest dose activity change, negative = cytotoxicity, most hits filed as cytotoxic; 0.62% of 55,000 active; H1299-neo p53 null cells, ATP luminescence, 24 h, 32C; AID 903;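 further: potency means the concentration at half of the fitted maximal effect; 0% = DMSO only and -100% = full killing by 100 µM tamoxifen; nearly all actives have a fitted effect of over 55% in size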
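H1299-neo (p53-null) cells, 600/well, were pre-incubated overnight at 37C, then exposed to compounds at up to 46 uM for 24 hr at 32C. Viability was measured as ATP content by luminescence, and AC50 values came from Hill fits.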
An asterisk follows results filed as active; [ ] = dose if it differs, or a comment. The call rests on the fitted dose curve; in most records, active means well fitted curve in the direction sought with a large enough effect; inconclusive means small, poorly fitted or top-dose-only effect, or another doubt; inactive means no such curve, though single readings can be large; an effect the other way counts as inactive or inconclusive. A portion of the library. The share of hits here may be higher or lower than overall.

For Cc1ccc(N2CCn3c2nc2c3c(=O)n(Cc3cccc(Cl)c3)c(=O)n2C)cc1C the results were p53null 39C kill -29%, FH mod 4%, GALK inhibitor 2%, PTAP-TSG101 blk -6%, B2AR arrestin ag 0%, NTMT1 inhibitor 1% and p53null 32C kill 3%.
Cn1cc(C(=O)NCc2ccc(F)cc2)c(=O)c2cc(S(=O)(=O)N3CCCCC3)ccc21 was read as p53null 39C kill -10%, FH mod 14%, GALK inhibitor 9%, PTAP-TSG101 blk 1%, B2AR arrestin ag 1%, NTMT1 inhibitor 0% and p53null 32C kill 16%.
For CCc1nc2ccc(C(=O)N3CCN(c4ccc(Cl)cc4)CC3)cc2nc1CC the results were p53null 39C kill 6%, FH mod -29%, GALK inhibitor -1%, PTAP-TSG101 blk 0%, B2AR arrestin ag -3%, NTMT1 inhibitor 1% and p53null 32C kill 8%.
For COc1ccccc1NC(=O)CN1C(=O)C(c2ccc(F)cc2)=NC12CCCCC2 the results were p53null 39C kill -23%, FH mod -17%, GALK inhibitor -3%, PTAP-TSG101 blk -5%, B2AR arrestin ag -3%, NTMT1 inhibitor 18% and p53null 32C kill -1%.
Screening CCCCN(CC)C(=O)c1ccc2c(c1)NC(=O)c1ccccc1S2 returned p53null 39C kill -4%, GALK inhibitor -4%, PTAP-TSG101 blk -14%, B2AR arrestin ag 1% and p53null 32C kill -9%.
Screening CSc1ccc(CCNC(=O)Cn2ccc3cc(S(=O)(=O)N4CCCCCC4)ccc32)cc1 returned p53null 39C kill 5%, FH mod -22%, GALK inhibitor 1%, PTAP-TSG101 blk 2%, B2AR arrestin ag 0%, NTMT1 inhibitor -7% and p53null 32C kill 5%.
For Cc1ccc(Cl)cc1N(C)C(=O)c1cc2ccc3cccnc3c2[nH]1 the results were p53null 39C kill inconclusive, FH mod inconclusive, GALK inhibitor 2%, PTAP-TSG101 blk -1%, B2AR arrestin ag 0%, NTMT1 inhibitor 6% and p53null 32C kill 14%.
For Cc1cccc(C)c1-n1ncc(C(=O)NCCCN2CCC(C)CC2)c1C1CCN(C(=O)OC(C)(C)C)CC1 the results were p53null 39C kill 22%, FH mod -18%, GALK inhibitor 0%, PTAP-TSG101 blk -3%, B2AR arrestin ag 0%, NTMT1 inhibitor 0% and p53null 32C kill -2%.
`COc1cccc(N=C2SC(C(=O)Nc3cccc(Cl)c3)CC(=O)N2C)c1` (stereo not drawn) gave p53null 39C kill inconclusive, FH mod -17%, GALK inhibitor 0%, PTAP-TSG101 blk -1%, B2AR arrestin ag 0%, NTMT1 inhibitor inconclusive and p53null 32C kill -12%.
For CCOC(=O)c1ccc(NC(=O)CCn2c(=O)c3cccn3c3cccnc32)cc1 the results were p53null 39C kill -16%, FH mod -16%, GALK inhibitor 5%, PTAP-TSG101 blk -1%, B2AR arrestin ag -1%, NTMT1 inhibitor inconclusive and p53null 32C kill -10%.
`CC(C)c1ccc(OCC(=O)NCCS(=O)(=O)N2CCN(c3ccc(F)cc3)CC2)cc1` gave p53null 39C kill 0%, FH mod -1%, GALK inhibitor -6%, PTAP-TSG101 blk 0%, B2AR arrestin ag -1%, NTMT1 inhibitor 8% and p53null 32C kill -3%.
Screening CC(C)c1cnc2c(c1SCc1cccc(C(F)(F)F)c1)c(=O)n(C)c(=O)n2C returned p53null 39C kill -10%, FH mod -15%, GALK inhibitor -1%, PTAP-TSG101 blk -1%, B2AR arrestin ag 0%, NTMT1 inhibitor inconclusive and p53null 32C kill -4%.
`Cc1ccc(-c2nn(-c3ccc(F)cc3)c3c2cnc2cc(F)c(F)cc23)cc1` gave p53null 39C kill -4%, FH mod 4%, GALK inhibitor 0%, PTAP-TSG101 blk 3%, B2AR arrestin ag 0%, NTMT1 inhibitor 21% and p53null 32C kill -6%.
`CCC(=O)N1c2ccccc2CC1C(=O)NCc1ccc(OC(C)C)cc1` (stereo not drawn) gave p53null 39C kill 8%, FH mod -3%, GALK inhibitor -2%, PTAP-TSG101 blk -1%, B2AR arrestin ag 1%, NTMT1 inhibitor 10% and p53null 32C kill -8%.
`Cn1c(=O)n(CCc2ccccc2)c(=O)c2c1nc1n2CCN1c1ccc(Cl)cc1` gave p53null 39C kill inconclusive, FH mod 2%, GALK inhibitor 1%, PTAP-TSG101 blk -4%, B2AR arrestin ag 1%, NTMT1 inhibitor 9% and p53null 32C kill 5%.

Brought forward from above: two compounds, then new ones.
`CCC(=O)N1c2ccccc2CC1C(=O)NCc1ccc(OC(C)C)cc1` (stereo not drawn) gave p53null 39C kill 8%, FH mod -3%, GALK inhibitor -2%, PTAP-TSG101 blk -1%, B2AR arrestin ag 1%, NTMT1 inhibitor 10% and p53null 32C kill -8%.
`Cn1c(=O)n(CCc2ccccc2)c(=O)c2c1nc1n2CCN1c1ccc(Cl)cc1` gave p53null 39C kill inconclusive, FH mod 2%, GALK inhibitor 1%, PTAP-TSG101 blk -4%, B2AR arrestin ag 1%, NTMT1 inhibitor 9% and p53null 32C kill 5%.
For O=C(NCCN1CCCCC1)c1ccc(Cn2c(SCc3cccc(F)c3)nc3cccnc32)cc1 the results were p53null 39C kill 0%, FH mod 6%, GALK inhibitor 0%, PTAP-TSG101 blk -6%, B2AR arrestin ag 1%, NTMT1 inhibitor 0% and p53null 32C kill 9%.
Screening Cc1ccc(NC(=O)c2oc3ccc(S(=O)(=O)N4CCC5(CC4)OCCO5)cc3c2C)cc1Cl returned p53null 39C kill -2%, FH mod -4%, GALK inhibitor 0%, PTAP-TSG101 blk -2%, B2AR arrestin ag -1%, NTMT1 inhibitor -3% and p53null 32C kill -1%.
Screening O=C1N(Cc2cccc(C(F)(F)F)c2)c2ccccc2S(=O)(=O)N1c1cccc(Cl)c1 returned p53null 39C kill -4%, FH mod -9%, GALK inhibitor 2%, PTAP-TSG101 blk 0%, B2AR arrestin ag -1%, NTMT1 inhibitor 3% and p53null 32C kill 3%.
`Cc1ccc2oc(=O)n(CCNC(=O)Nc3ccccc3C)c2c1` gave p53null 39C kill -1%, FH mod -14%, GALK inhibitor 1%, PTAP-TSG101 blk -8%, B2AR arrestin ag -2%, NTMT1 inhibitor inconclusive and p53null 32C kill 0%.
COc1ccc(OC)c(-c2cc(C(=O)Nc3cnn(Cc4ccc(Cl)cc4Cl)c3)no2)c1 was read as p53null 39C kill 10µM*, GALK inhibitor 5%, PTAP-TSG101 blk 3%, B2AR arrestin ag 1% and p53null 32C kill inconclusive.
For COc1ccc(C2C=C(c3ccccc3)Nc3nc(NC(C)=O)nn32)cc1 (stereo not drawn) the results were p53null 39C kill -1%, FH mod 9%, GALK inhibitor 1%, PTAP-TSG101 blk 2%, B2AR arrestin ag -3%, NTMT1 inhibitor 5% and p53null 32C kill -3%.
COc1ccc2oc(=O)c(-c3cn4c(n3)sc3cc(OC)ccc34)cc2c1 was read as p53null 39C kill 0%, FH mod -5%, GALK inhibitor -2%, PTAP-TSG101 blk 0%, B2AR arrestin ag -1%, NTMT1 inhibitor 3% and p53null 32C kill -3%.
Screening CCCCOc1ccc(C(=O)N(Cc2ccc(N(C)C)cc2)Cc2ccco2)cc1 returned p53null 39C kill inconclusive, FH mod -19%, GALK inhibitor -12%, PTAP-TSG101 blk -1%, B2AR arrestin ag 0%, NTMT1 inhibitor 7% and p53null 32C kill 40%[activator].
CCOC(=O)c1cccc(NC(=O)c2cc3ccccn3n2)c1 was read as p53null 39C kill 10µM*, GALK inhibitor -1%, PTAP-TSG101 blk -2%, B2AR arrestin ag -1% and p53null 32C kill 13µM*.
CCOc1ccccc1NC(=O)CN1C(=O)COc2ccc(S(=O)(=O)NC3CCCC3)cc21 was read as p53null 39C kill -6%, FH mod -1%, GALK inhibitor 1%, PTAP-TSG101 blk -2%, B2AR arrestin ag 1%, NTMT1 inhibitor 1% and p53null 32C kill 0%.
For CCOC(=O)N1CCc2c(sc3c2c(=O)n(-c2ccc(Cl)cc2)c(=O)n3CC(=O)c2ccc(F)cc2)C1 the results were p53null 39C kill -16%, FH mod -14%, GALK inhibitor -2%, PTAP-TSG101 blk 19%, B2AR arrestin ag -2%, NTMT1 inhibitor 6% and p53null 32C kill -2%.
Screening Cc1cccc(Cn2c(=O)n(CCC(=O)NCc3ccc4c(c3)OCO4)c(=O)c3sccc32)c1 returned p53null 39C kill -18%, FH mod -17%, GALK inhibitor 7%, PTAP-TSG101 blk 1%, B2AR arrestin ag -1%, NTMT1 inhibitor -1% and p53null 32C kill 1%.
COc1ccccc1NC(=O)Cn1c(=O)n(Cc2ccccc2)c(=O)c2c1c1cc(C)ccc1n2C was read as p53null 39C kill -15%, FH mod 6%, GALK inhibitor 3%, PTAP-TSG101 blk 1%, B2AR arrestin ag -1%, NTMT1 inhibitor -2% and p53null 32C kill 4%.
`CCOC(=O)c1cc(-c2ccccc2)n(CCCC(=O)Nc2cc(C)ccc2OC)c1C` gave p53null 39C kill 8%, FH mod -23%, GALK inhibitor -1%, PTAP-TSG101 blk 0%, B2AR arrestin ag -1%, NTMT1 inhibitor -6% and p53null 32C kill 23%.
`COC(=O)c1ccc(Nc2ncnc3c2nc2n3CCCC2)cc1` gave p53null 39C kill -6%, FH mod 5%, GALK inhibitor 2%, PTAP-TSG101 blk -8%, B2AR arrestin ag 2%, NTMT1 inhibitor -3% and p53null 32C kill 6%.
`CCC1CCCCN1S(=O)(=O)c1ccc(C(=O)Nc2sc3c(c2C(=O)NC)CCC3)cc1` (stereo not drawn) gave p53null 39C kill 9%, FH mod -16%, GALK inhibitor 2%, PTAP-TSG101 blk 6%, B2AR arrestin ag 0%, NTMT1 inhibitor 12% and p53null 32C kill 11%.
For Cn1c(-c2cccc(Br)c2)cnc1NCc1cccc(F)c1 the results were p53null 39C kill -21%, FH mod -18%, GALK inhibitor 1%, PTAP-TSG101 blk -2%, B2AR arrestin ag 0%, NTMT1 inhibitor -2% and p53null 32C kill -24%.
Cc1ccc(CSC2=Nc3ccccc3C3=NC(CCC(=O)NC4CCCCC4)C(=O)N23)cc1 (stereo not drawn) was read as p53null 39C kill 21%, FH mod inconclusive, GALK inhibitor 4%, PTAP-TSG101 blk 4%, B2AR arrestin ag -2%, NTMT1 inhibitor 3% and p53null 32C kill -6%.

2 records drawn at random from the list so far:
Screening CCCCN(CC)C(=O)c1ccc2c(c1)NC(=O)c1ccccc1S2 returned p53null 39C kill -4%, GALK inhibitor -4%, PTAP-TSG101 blk -14%, B2AR arrestin ag 1% and p53null 32C kill -9%.
For Cc1ccc(N2CCn3c2nc2c3c(=O)n(Cc3cccc(Cl)c3)c(=O)n2C)cc1C the results were p53null 39C kill -29%, FH mod 4%, GALK inhibitor 2%, PTAP-TSG101 blk -6%, B2AR arrestin ag 0%, NTMT1 inhibitor 1% and p53null 32C kill 3%.

Screens deposited in PubChem by National Center for Advancing Translational Sciences (NCATS).
